# Compound activity deposited in PubChem BioAssay by several laboratories.
# Myeloid diff 2 – induction of myeloid progenitor differentiation, primary screen, cell-based, flow cytometry, MLPCN library; ER-HoxA9 myeloid progenitors, lysozyme-GFP differentiation; calls only at 10 µM; 1% of 360,000 active; AID 624256, 2012;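 active means normalized GFP-positive differentiation at or above the plate's own cutoff, the solvent-only control mean plus 3 SD; inconclusive means no clear call, values can overlap the other calls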;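 further: cells exposed to compound for four days before flow analysis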
# T cell modulator – modulators of CD8 T cell-vesicle binding, primary screen, mouse 2C CD8+ T cells, flow cytometry. calls only at 7 µM. 0.068% of 330,000 active. 2C CD8+ T cell-vesicle binding; hits give low values;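 active means response, share of CD8 T cells binding vesicles, and their 90th percentile fluorescence all below set limits, cut at about 80% in these data, passing the limit was not always enough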
#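 Test system: purified 2C TCR transgenic mouse naive CD8+ T cells. Probe or stimulus: QL9-peptide-loaded Drosophila micro-vesicles bearing Ld, ICAM-1 and B7-1. Incubation: binding step 1.5 h, 37 °C, antibody labelling 20 min, ice. Measured by: flow cytometry of vesicle-bound cells.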
# Lipid droplet – inhibitors of hepatocyte lipid droplet formation, primary screen, imaging, high-throughput imaging, BODIPY stain. AML12 mouse hepatocytes, oleate lipid droplets. inhibition, % at 6.5 µM. 0.4% of 240,000 active. AID 1656, 2009;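 active means lipid droplet intensity inhibited by at least 50%, with more than 500 cells counted; inconclusive means wells with under 300 cells, treated as cytotoxic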
#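 Material – AML12 mouse liver cells · Also added – oleate loading, 100 µM · Compound dosing – 6.5 µM single-point dosing · Times – overnight treatment with compound plus oleate · Measured by – fluorescence imaging, 20x objective, two fields per well · Read-out – percent inhibition of filter-corrected integrated lipid droplet intensity per well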
# Autophagy HCS – autophagy modulators in MEF cells, primary screen, imaging, high-content, MEF GFP-LC3; MEF GFP-LC3 puncta imaging; test concentration mostly 10 µM; calls only at 10 µM (by protocol); 0.98% of 190,000 active; AID 463193, 2010;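 active means percentage of spot-positive cells more than 3 SD above its plate mean, without a fluorescence outlier flag or 80% toxicity; inconclusive means no clear call, values can overlap the other calls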;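 further: spot-positive cell cutoff set from DMSO-treated cells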
# b-catenin transl – modulators of beta-catenin nuclear translocation, primary screen, imaging, HeLa cells, immunofluorescence, high-content; nuclear translocation activity, % at 5 µM; 0.3% of 190,000 active;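 active means nuclear translocation activity above 50% at 5 µM, with a well cell count of 50 or more; inconclusive means wells under 50 cells across six images, flagged as toxic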;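 further: per-cell ratio of nuclear to cytoplasmic median beta-catenin stain intensity; plate controls were DMSO negative control for no effect and GSK-3 inhibitor IX positive control for full effect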
#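 Signal – beta-catenin immunofluorescence imaging with DAPI · Test system – human HeLa cell line · Dosing – 5 µM primary single dose, 0.1% DMSO, 0.02–20 µM confirmation series · Measure – % activation, nuclear-to-cytoplasmic median beta-catenin signal ratio per cell · Incubation – 24 h compound exposure at 37°C, 5% CO2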
# WT yeast gro inh – growth inhibition of WT strain, primary screen, mitochondrial fusion inhibitor project, WT and mutant strains, chemical genetic | mitochondrial fusion phenotypic screen | inhibition, % at 10 µM | 2.1% of 190,000 active; in the data active means inhibition above about 58%; tested in S. cerevisiae
# MT stabilizer – microtubule stabilizers in HeLa cells, primary screen, imaging, high-content imaging; % tubulin-high responders, % at 10 µM; HeLa tubulin immunostaining HCS, 24 h; share of cells brighter than vehicle mean+2SD; 0.83% of 200,000 active;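 active means plate Z-score above 3 for both tubulin-high and condensed-nucleus cell shares, with cell loss under 80%, at 10 µM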;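 further: anti alpha tubulin signal scored within the nucleus-defined area of each cell; some results filed as inactive read as strong as hits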
# West Nile antiviral – West Nile virus antiviral activity, cell-based, CPE readout (AID 1621); West Nile virus-infected cells, CPE inhibition; higher % means a stronger effect; CPE inhibition, % at 10 µM; hits with a dose series show IC50 in µM; 0.02% of 290,000 active; in the data active means a potency from the dose series; inconclusive means CPE inhibition mostly from about 3.7% at the one dose, without a potency; inactive means the rest, 99 in 100 with CPE inhibition below about 2.2%; further: strong numbers were not always called active
# Insulin prom up – insulin promoter activators in MIN6 cells, imaging, high-content screening, mouse beta cells | MIN6 insulin promoter-GFP reporter; hits give high values | 0.3% of 190,000 active | AID 1625, 2009 | z-score at 5 µM;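 active means z-score above 3 at 5 µM with at least 500 cells counted in the well; inconclusive means wells under 500 cells, flagged as cytotoxic or low count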
# WT yeast gro inh mutant strain – recorded beside WT yeast gro inh, whose call it bears; inhibition, %; mitochondrial fusion phenotypic screen, mutant strain inhibition
# Insulin prom up cell count – second read-out of Insulin prom up, no call of its own (marks repeat the call); cell count; measured here: cytotoxicity, nuclei count;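 total cells summed across four imaged fields per well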
# Lipid droplet cells 6.5 µM – also measured in Lipid droplet; calls as there; cell count; measured here: cell count, cytotoxicity flag;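 cells counted across two imaged fields per well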
# b-catenin transl cell count 5 µM – also measured in b-catenin transl; calls as there; cell count; measured here: cell count, cytotoxicity flag
# T cell modulator vesicle-bound % – further read-out of T cell modulator, marked with its call; double positive events, %; measured here: CD8+ vesicle-bound cell fraction;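 binding gate set so that unloaded-vesicle control wells show 10% double positive cells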
# MT stabilizer Hoechst-high % – second read-out of MT stabilizer, no call of its own (marks repeat the call); % Hoechst-high responders; measured here: nuclear condensation Hoechst responders;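 share of cells brighter than vehicle mean plus two SD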
# MT stabilizer cytotoxicity % – recorded beside MT stabilizer, whose call it bears; toxicity, %; measured here: cytotoxicity by cell density;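 0% = mean cell density of plate MIN control wells and 100% = no cells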
# Autophagy HCS cell loss 18 h – second read-out of Autophagy HCS, no call of its own (marks repeat the call); toxicity, %; measured here: cell loss, nuclei count;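 cell loss after 18 h compound exposure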
# Myeloid diff 2 GFP+ MAC1+ % – further read-out of Myeloid diff 2, marked with its call; GFP+ MAC1+ double positive, %; measured here: differentiation confirmed by MAC1 staining
# The depositor's hits bear a star; i = inactive; ? = inconclusive; . = no result given; + = active, no number.
no.	SMILES	WT yeast gro inh	Autophagy HCS cell loss 18 h	MT stabilizer	b-catenin transl cell count 5 µM	b-catenin transl	Lipid droplet cells 6.5 µM	Myeloid diff 2 GFP+ MAC1+ %	Insulin prom up cell count	T cell modulator vesicle-bound %	Insulin prom up	MT stabilizer Hoechst-high %	Lipid droplet	West Nile antiviral	Autophagy HCS	WT yeast gro inh mutant strain	T cell modulator	Myeloid diff 2	MT stabilizer cytotoxicity %
1	CC(C)C(c1nnnn1Cc1ccc(F)cc1)N1CCN(C2CCCC2)CC1 (stereo not drawn)	-6	-6	2.5	1388	0.0	672	0.3	1567	34	-0.28	1.5	-8	1.1%	i	-7	i	i	9.7
2	COc1ccc(CNC(=O)CCn2c(=O)c3cccn3c3ccc(F)cc32)cc1	.	.	.	.	.	648	1.6	.	28	.	.	-7	-0.3%	.	.	i	i	.
3	O=C(Nc1ccc(F)cc1)Nc1ccc2c(c1)OCO2	.	.	.	.	.	508	0.6	.	6	.	.	-24	-0.1%	.	.	i	i	.
4	CCOCCCNC(=O)c1cc2c(=O)n3ccccc3nc2s1	.	.	.	.	.	816	0.2	.	16	.	.	1	0.6%	.	.	i	i	.
5	CC(C)CC(=O)Nc1ccc2c(c1)oc1ccccc12	3	-10	2.8	1355	1.0	.	0.2	1433	34	-0.13	1.4	.	0.0%	i	-8	i	i	4.3
6	COc1ccc(C2C(C(=O)O)CCC(=O)N2c2ccc(OC)cc2)cc1 (stereo not drawn)	-1	7	1.4	1136	-13	785	1.3	.	20	.	1.2	12	0.1%	i	4	i	i	7.5
7	CC12C(=O)N(c3ccc(OC(=O)c4ccco4)cc3)C(=O)C1C1c3ccccc3C2c2ccccc21 (stereo not drawn)	4	-5	2.6	989	-2.3	680	0.0	1292	44	0.26	5.5	35	0.0%	i	-12	i	i	8.8
8	COc1ccc(N(C(=O)c2ccncc2)S(=O)(=O)c2cccs2)cc1	.	.	.	1357	0.2	690	0.3	919	25	-0.05	.	0	1.1%	.	.	i	i	.
9	CS(=O)(=O)N1CCC(C(=O)Nc2ccc(Oc3ccccc3)cc2)CC1	10	4	0.8	.	.	731	7.3	1350	12	-0.15	1.6	6	-0.4%	i	13	i	i	3.1
10	Cc1cc(C)cc(NS(=O)(=O)c2cccs2)c1	.	.	.	.	.	790	0.6	.	18	.	.	-4	0.6%	.	.	i	i	.
11	Cc1ccc(NC(=O)CSc2nnc(CNC(=O)c3cccs3)o2)cc1	-2	4	2.8	.	.	697	0.2	1282	49	0.49	2.5	4	0.2%	i	19	i	i	6.5
12	COc1ccc(-n2nnc3c(=O)n(C/C=C/c4ccccc4)cnc32)cc1	-7	-2	3.5	1066	-0.3	625	6.2	1904	16	0.29	4.4	-1	-0.4%	i	2	i	i	6.2
13	COc1ccc(C(=O)NCCNC(C)=O)cc1S(=O)(=O)NCc1ccc(Cl)cc1	-9	0	3.8	1021	-0.2	663	0.7	867	18	0.96	2.4	23	0.1%	i	2	i	i	4.0
14	Cc1cc2c(c(=O)n1Cc1ccco1)C(c1ccccc1)C(C#N)=C(N)O2 (stereo not drawn)	6	2	4.0	1146	-0.3	787	2.6	961	23	-0.43	3.0	8	0.0%	i	-2	i	i	7.4
15	CCCCCc1ccc(C(=O)CCCC)c(=S)[nH]1	66*	1	3.7	1088	-0.5	742	0.9	994	31	-0.66	2.5	-32	-0.5%	i	63*	i	i	3.7
16	CCC(=O)NNC(=O)CCC(=O)Nc1ccccc1	-9	-30	3.2	1362	3.4	.	.	1437	.	-0.12	1.2	.	.	i	-4	.	.	6.6
17	CCOC(=O)c1c(C)n(C)c2ccc(OC(=O)c3ccc(N4C(=O)CCC4=O)cc3)cc12	-13	-6	2.3	1037	-0.7	677	0.0	1349	4	0.06	2.1	7	0.0%	i	1	i	i	8.0
18	CN(C)c1ccc(/C=C/C(=O)c2ccccc2O)cc1	-6	10	2.4	1051	-0.9	734	0.3	1215	57	1.2	1.9	14	-0.6%	i	-2	i	i	7.2
19	Oc1ccccc1CN(Cc1ccco1)CC(O)COCc1ccc(Cl)cc1 (stereo not drawn)	68*	-4	1.1	985	1.4	591	1.3	1472	45	-0.55	1.9	4	-2.2%	i	18*	i	i	6.1
20	CN(C)CCN(C(=O)c1ccc2ccccc2c1)c1nc2cc3c(cc2s1)OCCO3	.	.	.	.	.	702	4.7	.	66	.	.	16	-0.4%	.	.	i	i	.
21	Cn1c(=O)c2c(nc(-n3ccnc3)n2Cc2ccc([N+](=O)[O-])cc2)n(C)c1=O	16	16	3.0	1000	0.1	539	1.2	1796	44	0.12	2.0	-12	0.1%	i	28	i	i	9.2
22	COc1ccc(C(=O)OC(C(=O)c2ccccc2)c2ccccc2)cc1 (stereo not drawn)	8	5	1.3	1359	-0.5	.	0.6	1610	30	0.31	1.3	.	-0.3%	i	28	i	i	6.3
23	CCOC(=O)C1(Nc2nccs2)Sc2ccccc2NC1=O (stereo not drawn)	-8	2	39	1102	3.4	.	8.8*	988	10	-0.55	9.6	.	1.8%	i	-23	i	+	74
24	O=C(CCCN1C(=O)/C(=C/c2cccc(Br)c2)SC1=S)Nc1ccccn1	29	9	5.1	1083	0.9	698	2.3	1809	29	0.14	2.7	-54	?	i	35	i	i	4.4
25	Cc1ccc(NC(=O)CN2C(=O)CC(C)S(=O)(=O)c3ccccc32)cc1 (stereo not drawn)	.	.	.	.	.	687	0.0	.	6	.	.	2	-0.4%	.	.	i	i	.

# Brought forward from above: three entries, then new ones.
no.	SMILES	WT yeast gro inh	Autophagy HCS cell loss 18 h	MT stabilizer	b-catenin transl cell count 5 µM	b-catenin transl	Lipid droplet cells 6.5 µM	Myeloid diff 2 GFP+ MAC1+ %	Insulin prom up cell count	T cell modulator vesicle-bound %	Insulin prom up	MT stabilizer Hoechst-high %	Lipid droplet	West Nile antiviral	Autophagy HCS	WT yeast gro inh mutant strain	T cell modulator	Myeloid diff 2	MT stabilizer cytotoxicity %
23	CCOC(=O)C1(Nc2nccs2)Sc2ccccc2NC1=O (stereo not drawn)	-8	2	39	1102	3.4	.	8.8*	988	10	-0.55	9.6	.	1.8%	i	-23	i	+	74
24	O=C(CCCN1C(=O)/C(=C/c2cccc(Br)c2)SC1=S)Nc1ccccn1	29	9	5.1	1083	0.9	698	2.3	1809	29	0.14	2.7	-54	?	i	35	i	i	4.4
25	Cc1ccc(NC(=O)CN2C(=O)CC(C)S(=O)(=O)c3ccccc32)cc1 (stereo not drawn)	.	.	.	.	.	687	0.0	.	6	.	.	2	-0.4%	.	.	i	i	.
26	CC(C)OP(=O)(OC(C)C)C(Nc1ccccc1)c1cccc([N+](=O)[O-])c1 (stereo not drawn)	.	.	.	1361	0.4	708	0.6	992	21	-0.35	.	2	-0.4%	.	.	i	i	.
27	CC(=O)Nc1nc(C)c(Oc2cccc(C(F)(F)F)c2)c(=O)[nH]1	.	.	.	1161	-1.2	715	0.5	.	34	.	.	4	0.7%	.	.	i	i	.
28	CC(=O)Nc1ccc(NC(=O)CCCc2c[nH]c3ccccc23)cc1	3	-9	1.1	1484	0.9	702	0.5	.	65	.	1.8	5	-0.6%	i	-11	i	i	3.4
29	Cc1ccc(-c2noc(-c3ccccc3C(=O)N3CCOCC3)n2)cc1	1	5	2.1	1178	-4.5	769	7.6	969	29	0.31	2.2	-1	-0.5%	i	0	i	i	6.5
30	NC(=O)N/N=C/c1ccc(-n2nncc2-c2ccc(Cl)cc2)cc1	.	.	.	.	.	711	1.5	.	59	.	.	2	-0.7%	.	.	i	i	.
31	Cc1c(Cl)cccc1NC(=O)CCNC(=O)N1CC(=O)Nc2ccccc21	.	.	.	.	.	763	2.7	.	24	.	.	-6	0.5%	.	.	i	i	.
32	C=CCNC(=S)N1CCN(c2cc3c(cc2F)c(=O)c(C(=O)O)cn3CC)CC1	.	.	.	.	.	809	0.4	.	56	.	.	1	-0.3%	.	.	i	i	.
33	Cc1c(C)[n+](=O)c2c(n1[O-])CCCCC2	4	0	2.7	1057	-0.8	633	0.9	1258	21	0.54	1.8	1	0.8%	i	8	i	i	9.1
34	CCC(C)(C)n1nnnc1C(c1cc(OC)ccc1OC)N1CCN(Cc2ccccc2)CC1 (stereo not drawn)	-2	9	3.0	1568	-0.7	643	0.3	1685	59	0.98	3.6	-8	-1.1%	i	9	i	i	3.9
35	CCC1(CC)Cc2ccccc2-c2nc(NN)[nH]c(=O)c21	.	.	.	1288	1.2	757	0.2	1291	30	-0.42	.	26	0.1%	.	.	i	i	.
36	COc1ccc(N2CC(C(=O)Nc3cc(C)on3)CC2=O)cc1 (stereo not drawn)	-11	14	4.1	1345	-1.6	.	8.2	1253	27	0.23	2.1	.	-0.4%	i	-9	i	i	0.5
37	O=[N+]([O-])c1ccc(O)c(-c2nn[nH]n2)c1	-13	40	2.4	962	0.1	737	1.0	1229	38	0.78	1.6	-1	-0.1%	i	-2	i	i	5.9
38	CCOc1ccc(C(=O)NCC(=O)OC(C)C(=O)NCc2ccco2)cc1OCC (stereo not drawn)	-2	17	4.7	1140	-0.2	.	1.2	1014	28	0.13	3.6	.	0.3%	i	-2	i	i	8.5
